# FUS suppressor = rescues growth of FUS-expressing yeast; AID 1347120; S. cerevisiae FUS-expressing, growth rescue, OD600, 24 h; Potency, µM (highest dose often 76.6 µM), inactives show top-dose growth rescue (activation), actives largely listed as activators; 390,000 tested, 0.24% active;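 further: potency means the concentration at half of the fitted maximal effect; plate controls were DMSO vehicle for no effect and reference control for full effect; nearly all actives have a fitted effect of over 55% in size; some results filed as inactive show a strong effect at the top dose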
#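 Yeast expressing FUS under galactose induction, OD 0.005 in 2% galactose medium; compounds in a dilution series, 24 h at 30C. Growth rescue by absorbance at 600 nm; CP55940 positive control, DMSO negative.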
# GLP1R ag = agonists of human GLP-1 receptor | Potency, µM (series often up to 45.6 µM), without a hit: at the highest dose activation, actives largely listed as activators | HEK293 GLP-1R CRE-luciferase, luminescence, 4-6 h; cells express a hypersensitive GLP-1R form | P43220 | AID 624172 | 380,000 tested, 0.007% active; further: potency means the concentration at half of the fitted maximal effect; % of control where 0% means no effect
# pAkt inh = inhibitors of Akt phosphorylation; 360,000 tested, 0.32% active; activity change, % for hits at 50 µM; Neuro2A IGF-stimulated pAkt S473 HTRF, 20 min; hits give low values; in the data active means activity change below about -80%; inconclusive means mostly about -51% to -80%; further: on the % scale 0 is the no-effect control and ±100 the full control effect
#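 Neuro2A cells (4,500/well, DMEM with 0.5% FBS) were treated with compound at a single 50 µM final concentration, stimulated with 6 nM IGF for 20 min at 37 °C, and lysed. Phospho-Akt Ser473 was read by HTRF as 665/615 ratio ×10^4.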
# Abeta rescue = restores growth of yeast expressing A-beta42 peptide. Potency, µM (titrated, usually from 46.1 µM), inactives show top-dose growth rescue, hits mostly activators. 410,000 tested, 0.063% active. yeast expressing A-beta42, growth rescue, OD600, 48 h; response scale: 0% DMSO, 100% iron-clioquinol control; further: potency means the concentration at half of the fitted maximal effect; nearly all actives have a fitted effect of over 55% in size
#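 Yeast growth medium received pinned compounds, then yeast cells expressing toxic A-beta were added; plates incubated at 30 C for 48 hr. Growth read as absorbance at 600 nm, normalized to DMSO and equimolar FeCl3 plus clioquinol controls.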
# D3 antag = antagonists of human D3 dopamine receptor | P35462 | D3R cells, DiscoveRx beta-arrestin luminescence, antagonist mode; hits give low values | max response, negative = inhibition, % | 360,000 tested, 2.5% active; in the data active means max response below about -50%; inconclusive means no clear call, values can overlap the other calls; further: on the % scale 0 is the no-effect control and ±100 the full control effect; mostly tested at two doses, the higher about 12 µM
# Target sequence (P35462 whole entry, looked up): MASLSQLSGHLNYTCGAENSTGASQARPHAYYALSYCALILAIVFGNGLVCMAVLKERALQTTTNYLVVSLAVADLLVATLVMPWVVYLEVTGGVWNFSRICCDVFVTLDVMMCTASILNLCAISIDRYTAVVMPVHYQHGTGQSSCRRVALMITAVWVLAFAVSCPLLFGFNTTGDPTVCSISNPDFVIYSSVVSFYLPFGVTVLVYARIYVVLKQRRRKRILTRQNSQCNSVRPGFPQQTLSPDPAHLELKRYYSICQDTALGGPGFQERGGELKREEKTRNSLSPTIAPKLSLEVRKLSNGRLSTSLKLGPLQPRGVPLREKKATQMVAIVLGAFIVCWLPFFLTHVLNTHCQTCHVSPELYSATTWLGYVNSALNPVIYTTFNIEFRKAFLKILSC
#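 Cells expressing the human receptor were seeded at 1500 cells/well, incubated overnight at 37 degrees C in 5% CO2, then exposed to library compounds with dopamine controls for 90 minutes at 37 degrees C before luminescent detection.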
# aSyn rescue = rescues yeast growth from alpha-synuclein toxicity. Yeast expressing alpha-synuclein, growth rescue, BacTiter-Glo, 24 h. Potency, µM (titrated, usually from 46.1 µM), for inactives: at the highest dose growth rescue (activation), hits mostly activators. 370,000 tested, 0.14% active. AID 652106; further: potency means the concentration at half of the fitted maximal effect; % of control where 0% means no effect; nearly all actives have a fitted effect of over 65% in size
#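 Readout is rescue of growth in alpha-synuclein-expressing yeast, so inhibitors of toxicity appear as activators. Growth after 24 hr at 30 deg C in galactose medium is quantified by luminescence.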
# PTHR1 ag = PTHR1 (human) receptor agonism; 410,000 tested, 0.075% active; HEK293 GP2 PTHR1 cells, GloSensor cAMP luminescence, 1 h; Potency, µM (doses to about 115 µM), for the others: top-dose activation, usual class: activators; AID 743266; further: potency means the concentration at half of the fitted maximal effect; nearly all actives have a fitted effect of over 55% in size; some results filed as inactive show a strong effect at the top dose; inactives centre near -15; many of its hits are not listed in these tables
# Target sequence (Q03431 whole entry, looked up): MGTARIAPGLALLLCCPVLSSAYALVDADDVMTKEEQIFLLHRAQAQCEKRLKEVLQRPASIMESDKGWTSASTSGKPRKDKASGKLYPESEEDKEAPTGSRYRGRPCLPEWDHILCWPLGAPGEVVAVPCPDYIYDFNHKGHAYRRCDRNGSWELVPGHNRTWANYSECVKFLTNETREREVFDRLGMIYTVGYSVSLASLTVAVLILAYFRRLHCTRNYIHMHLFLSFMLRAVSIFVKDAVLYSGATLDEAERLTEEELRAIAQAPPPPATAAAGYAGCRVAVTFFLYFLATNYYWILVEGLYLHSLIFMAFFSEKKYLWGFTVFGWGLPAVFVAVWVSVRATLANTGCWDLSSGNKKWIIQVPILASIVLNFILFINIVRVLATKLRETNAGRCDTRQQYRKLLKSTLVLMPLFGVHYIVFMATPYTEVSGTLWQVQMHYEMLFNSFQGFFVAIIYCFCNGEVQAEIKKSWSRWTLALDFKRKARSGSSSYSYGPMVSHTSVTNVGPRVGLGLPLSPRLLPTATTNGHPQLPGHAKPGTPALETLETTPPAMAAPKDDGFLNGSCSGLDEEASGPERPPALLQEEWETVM
#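 HEK-293-derived GP2 cells expressing PTHR1 and a GloSensor cAMP reporter, 3,000/well, plated overnight, given luciferin plus IBMX (each 0.5 mM as added) for 1 h at 37 °C, then compound for 1 h at 37 °C. Luminescence was read after 15 min at room temperature.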
# GLP-1R inv ag = inverse agonists of human GLP-1 receptor | P43220 | HEK293 GLP-1R CRE-luciferase, luminescence, 24 h; GLP-1R form is constitutively active | Potency, µM (highest dose often 38.3 µM), without a hit: at the highest dose activity change, negative = inhibition, most hits filed as inhibitors | 410,000 tested, 1.6% active; further: potency means the concentration at half of the fitted maximal effect; on the % scale 0 is the no-effect control and ±100 the full control effect; nearly all actives have a fitted effect of over 55% in size
#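 Inverse agonists were sought by their lowering of basal cAMP reporter luciferase output in HEK293 cells stably carrying constitutively active human GLP-1R, after 24 h compound treatment.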
# TDP43 rescue = TDP-43 toxicity inhibition in yeast; TDP-43 expressing yeast growth rescue, BacTiter-Glo, 24 h; Potency, µM (series often up to 46.1 µM), without a hit: at the top dose growth rescue (activation), usual class: activators; 410,000 tested, 1.8% active; AID 652104; further: potency means the concentration at half of the fitted maximal effect; % of control where 0% means no effect; nearly all actives have a fitted effect of over 50% in size
#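 Yeast expressing TDP-43 (pregrown in raffinose, seeded at OD600=0.02 in galactose medium) exposed to compounds 24 hr at 30 deg C. Growth read by BacTiter-Glo luminescence; rescue of toxicity appears as increased signal.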
# * = called active by the depositor; i = inactive; ? = inconclusive; nt = not tested or not shown; & = joins results of further samples; [ ] = dose if it differs, or a comment. Unless noted, the call rests on the fitted dose curve; in most records, active means well fitted curve in the direction sought with a large enough effect; inconclusive means small, poorly fitted or top-dose-only effect, or another doubt; inactive means no such curve, though single readings can be large; an effect the other way counts as inactive or inconclusive. An excerpt; count on the stated rates, not on these rows.
item	SMILES	GLP-1R inv ag	D3 antag	aSyn rescue	TDP43 rescue	Abeta rescue	FUS suppressor	PTHR1 ag	GLP1R ag	pAkt inh
1	CC(C)c1ccc2oc(=O)cc(CN3CCCCC3)c2c1	?	13	-6%	-1%	-11%	14%	i	?	i
2	O=C(O)COc1ccc(/C=C/C(=O)c2ccc3ccccc3c2)cc1	-22%	-23	-4%	28%	-4%	15%	-44%[inhibitor]	-1%	i
3	O=C(CCc1nnc(CCCCc2ccccc2)o1)NCc1cccc(F)c1	-4%	-1	-5%	-10%[0.397 µM]	1%	10%	-6%	16%	i
4	COc1ccc([C@H]2[C@H](C(=O)C(C)(C)C)N3N=Cc4ccccc4C3[C@]23N=C(c2ccccc2)OC3=O)cc1OC (some centres not stated)	-16%	-23	-3%	-6%	-4%	?	i	-6%	-106%*
5	COc1cccc(-c2nc(N)nc(SC)c2C#N)c1	101%[activator]	17	-7%	?	22%	16%	i	10%	i
6	Nc1nc(N)nc(-c2ccccn2)n1	0%	-25	-1%	-8%	18%	-11%	i	-5%	i
7	O=C1NC(=Nc2ccc3ccccc3c2)S/C1=C/c1ccco1	20%	-15	0%	15%	9%	24%	-12%	13%	i
8	CC1CCN(S(=O)(=O)c2ccc(C(=O)Nc3nnc(C4CC4)o3)cc2)CC1	?	3	18µM*	?	13µM*	?	-12%	-4%	i
9	Cc1noc(C)c1C(=O)Nc1nccs1	13%	0	-1%	-3%	7%	2%	i	-3%	i
10	C/C(=N\NC(=O)c1ccccc1F)c1ccccn1	?	?	-8%	-10%	14%	2%	-25%	3%	i
11	COc1ccccc1-c1nnc(SCC(=O)Nc2oc(C)c3c(C)n[nH]c(=O)c23)n1C	7%	-22	-2%	-5%	8%	12%	i	-3%	i
12	O=C(Nc1ccncc1)c1ccc([N+](=O)[O-])cc1Cl	-20%	13	0%	-2%	-13%	14%	-28%	1%	i
13	CC(C)NC(=O)Cn1nnc(-c2cccc(NC(=O)c3ccccc3F)c2)n1	0%	-9	-6%	-3%	26%	7%	-15%[57.5 µM]	3%	i
14	Cc1cccc(-n2nc(C)c(C(=O)Nc3cc(C)ccc3C)c2-n2cccc2)c1	1%	nt	nt	22%	19%	40%	-39%[inhibitor]	nt	nt
15	COC(=O)N/N=C\c1ccc(-c2cc(Cl)c(Cl)cc2Cl)o1	14%	0	2%	4%	0%	17%	i	-3%	i
16	Cn1c(=O)c2[nH]c(SCCN3CCOCC3)nc2n(C)c1=S	-18%	-23	-16%	-9%	-1%	8%	-21%	3%	i
17	CCn1c(C(=O)N2CCC(Cc3ccccc3)CC2)cc2sccc21	?	2	4%	2%	-2%	?	?	8%	i
18	CCc1cc(=O)oc2cc(C)cc(OCC(=O)N3CCC[C@@H]3C(=O)O)c12	-12%	3	-3%	10%	-14%	-7%	-11%	0%	i
19	Cn1nc(C(=O)NCc2ccccc2)c2c1-c1ccccc1S(=O)(=O)C2	?	?	0%	6%&19%	-17%&2%	17%&17%	-3%	5%	i
20	Cc1cc(NC(=O)CN2C(=O)NC(c3ccccc3)(c3ccc(C)c(C)c3)C2=O)no1 (configuration not stated)	?	-15	1%	8%	-17%	21%	-26%	-1%	i
21	COc1ccc(CC(=O)Nc2nnc(SCc3ccccc3)s2)cc1S(=O)(=O)N1CCOCC1	23%	17	8%	?	4%	20%	-20%	-6%	-110%*
22	CC(C)CC1NC(=O)c2cc3ccccc3cc2-n2c1nc1cc(Cl)ccc1c2=O (configuration not stated)	12%	-6	15%	-8%	7%	-9%	-26%	9%	i
23	CSc1nsc(SCC(=O)Nc2c(C)n(C)n(-c3ccccc3)c2=O)n1	3%	7	-3%	3%	1%	14%	i	-14%	i
24	O=C1N=C(N2CCOCC2)S/C1=C\C=C/c1ccccc1	98%[activator]	5	nt	?	14%	-5%	-17%	12%	nt
25	Cc1ccccc1OCC(=O)Nc1nnc(C2CCCC2)s1	6%	21	4%	26%	0%	9%	i	-4%	i
26	NS(=O)(=O)c1ccc(N2C(=O)C(=O)/C(=C(/O)c3ccccc3)C2c2ccc(Cl)cc2)cc1 (configuration not stated)	14%	4	7%	5%	-15%	-5%	-46%[inhibitor]	-3%	i
27	N#Cc1ccc(C(=O)NCC2CCCCC2)cc1	-19%	-8	2%	0%	-4%	16%	i	0%	i
28	Cc1ccccc1NC(=O)CN1C(=O)C2C3CC(C(Br)C3Br)C2C1=O (configuration not stated)	?	7	10%	-89%[inhibitor]	-6%	11%	-19%	0%	i
29	COC(=O)c1ccc(C2/C(=C(/O)c3ccc(OC)cc3)C(=O)C(=O)N2CC2CCCO2)cc1 (configuration not stated)	2%	-26	-10%	-21%	14%	22%	19%[57.5 µM]	-1%	nt
30	CCn1c(SC(C)C(=O)Nc2ccc(N3CCOCC3)cc2)nnc1-c1ccco1 (configuration not stated)	42%[activator]	8	1%	5%	1%	0%	i	11%	i
31	COc1cccc(CN(CC(=O)NCC2CCCO2)C(=O)CCC(=O)Nc2cc(C)on2)c1 (configuration not stated)	1%	0	-6%	-5%	-9%	13%	-15%[57.5 µM]	-9%	i
32	COc1cc(NC(=O)CSc2nnc3ccccn23)cc(OC)c1OC	0%	-3	-1%	17%	7%	-6%	i	3%	i
33	COc1ccc(NC(=O)C2C(=O)N(C)C3(C)CC2c2ccccc2O3)cc1 (configuration not stated)	?	8	11%	5%	-14%	-1%	i	-6%	i
34	COc1ccc(CNC(=O)c2nn(C)c3c2CS(=O)(=O)c2ccccc2-3)cc1	4%&5%	-7	-3%	-7%&19%	-10%&24%	6%&27%	-46%[inhibitor]	10%	nt
35	CCCCC(=O)Nc1cc(C)c(O)c(-c2nc3ncccc3o2)c1	18%	nt	nt	10%	-6%	-12%	-23%	nt	nt
36	CCc1ccc(C(C(=O)NCc2ccc(F)cc2)N(C(=O)c2csnn2)C2CC2)cc1 (configuration not stated)	?	7	0%	2%	29%	?	i	10%	i
37	C=CCn1c(=O)c2ccccc2n2c(SCC(=O)Nc3sc(C)c(CC)c3C(=O)OCC)nnc12	1%	6	11%	-24%	-12%	25%	i	5%	i
38	CCCN1CN(c2ccccc2)C(=S)N(c2ccccc2)C1	1%	14	2%	-12%	15%	3%	-9%	-1%	i
39	CCN(CC)C(=S)SC1CCCCN(C(=O)c2ccccc2)C1=O (configuration not stated)	?	-1	2%	-5%	24%	?	-13%	-1%	i
40	COc1ccc(CN(C)C(=O)CCN2C(=O)c3ccccc3C2=O)c(OC)c1OC	0%	10	-3%	-3%	-10%	10%	-9%	21%	i
41	Cc1cccc(NCc2cccc3ccccc23)n1	?	1	?	1%	-10%	7%	-18%	8%	i
42	CSc1nc(C)c(C(=O)C[n+]2ccccc2C)cc1C#N	-24%	2	3%	8%	18%	-13%	i	-1%	i
43	O=C(CNC(=O)C1CCCCC1)OCn1nnc2ccccc2c1=O	0%	-1	-1%	11%	-17%	?	5%	13%	i
44	CCCCC(=O)NNC(=S)NC(=O)c1ccc([N+](=O)[O-])cc1	12%	3	32µM*	20µM*	?	-9%	-27%	-3%	i
45	Cc1onc(-c2ccccc2Cl)c1C(=O)N1CCN(S(=O)(=O)c2ccc(F)c(F)c2)CC1	14%	13	-3%	24%	25%	26%	i	-4%	i
46	Cc1ccc(NC(=O)C(C)OC(=O)/C=C/c2ccccc2)cc1S(=O)(=O)N1CCOCC1 (configuration not stated)	?	-7	3%	-14%	1%	?	-1%	7%	i
47	Cc1ccc(S(=O)(=O)N(C)C[C@@H]2Oc3ccc(NC(=O)Cn4cnnn4)cc3C(=O)N([C@@H](C)CO)C[C@H]2C)cc1	13%	2	-16%	18%	3%	13%	i	-3%	i
48	COCCCNC(=O)c1oc2c(c1C)-c1nn(Cc3cccc(Cl)c3)cc1CC2	?	nt	nt	9%	-9%	35%	-72%[inhibitor]	nt	nt

# Grouped by structure, those above containing an aryl thioether with sulfur outside any ring (9)
item	SMILES	GLP-1R inv ag	D3 antag	aSyn rescue	TDP43 rescue	Abeta rescue	FUS suppressor	PTHR1 ag	GLP1R ag	pAkt inh
5	COc1cccc(-c2nc(N)nc(SC)c2C#N)c1	101%[activator]	17	-7%	?	22%	16%	i	10%	i
11	COc1ccccc1-c1nnc(SCC(=O)Nc2oc(C)c3c(C)n[nH]c(=O)c23)n1C	7%	-22	-2%	-5%	8%	12%	i	-3%	i
16	Cn1c(=O)c2[nH]c(SCCN3CCOCC3)nc2n(C)c1=S	-18%	-23	-16%	-9%	-1%	8%	-21%	3%	i
21	COc1ccc(CC(=O)Nc2nnc(SCc3ccccc3)s2)cc1S(=O)(=O)N1CCOCC1	23%	17	8%	?	4%	20%	-20%	-6%	-110%*
23	CSc1nsc(SCC(=O)Nc2c(C)n(C)n(-c3ccccc3)c2=O)n1	3%	7	-3%	3%	1%	14%	i	-14%	i
30	CCn1c(SC(C)C(=O)Nc2ccc(N3CCOCC3)cc2)nnc1-c1ccco1 (configuration not stated)	42%[activator]	8	1%	5%	1%	0%	i	11%	i
32	COc1cc(NC(=O)CSc2nnc3ccccn23)cc(OC)c1OC	0%	-3	-1%	17%	7%	-6%	i	3%	i
37	C=CCn1c(=O)c2ccccc2n2c(SCC(=O)Nc3sc(C)c(CC)c3C(=O)OCC)nnc12	1%	6	11%	-24%	-12%	25%	i	5%	i
42	CSc1nc(C)c(C(=O)C[n+]2ccccc2C)cc1C#N	-24%	2	3%	8%	18%	-13%	i	-1%	i
